Tn6 DDE FP: inhibitors of Tn6 peptide binding to human fibrin DD(E). P02675. Fibrin DD(E) TRITC-Tn6 fluorescence polarization displacement. inhibition, % at 8.3 µM. 370,000 tested, 0.21% active. AID 720509;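 active = inhibition above a per-campaign cutoff: mean of compounds within control limits plus 3 SD, cut at about 15% in these data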;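 also: 0% = median of all compound wells on the plate and 100% = blocking peptide control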
NPR1 activator: GC-A (human) enzyme activation | P16066 | HEK293 GC-A cells, cGMP TR-FRET, EC30 ANP; 0% at EC30 ANP, 100% saturating ANP | activation, % at 10 µM | 370,000 tested, 0.14% active; in the data active = activation above about 40%
KLK7 zymogen act: activators of human kallikrein-7 zymogen. 370,000 tested, 0.9% active. activation, % at 7 µM. P49862. purified proKLK7, EDANS-DABCYL substrate fluorescence; 100% is mature enzyme control, 0% vehicle;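 active = activation above the mean of all tested compounds plus 3 SD, computed per campaign excluding outliers beyond control limits, cut at about 13% in these data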
Target sequence (P49862 whole entry, looked up): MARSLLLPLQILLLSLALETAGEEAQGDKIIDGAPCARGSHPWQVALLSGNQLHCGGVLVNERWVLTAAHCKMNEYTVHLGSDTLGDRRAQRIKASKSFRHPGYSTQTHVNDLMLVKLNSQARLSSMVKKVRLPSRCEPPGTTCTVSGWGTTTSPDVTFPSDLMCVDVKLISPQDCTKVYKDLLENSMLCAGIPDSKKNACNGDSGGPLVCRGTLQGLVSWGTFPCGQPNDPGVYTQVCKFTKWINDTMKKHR
ADAM10 inh: inhibitors of human ADAM10; O14672; recombinant ADAM10, EDANS/DABCYL FRET peptide cleavage, 3 h; inhibition, % at 7 µM; 370,000 tested, 0.62% active;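 active = inhibition above a per-campaign cutoff equal to the mean of compounds falling between control-based bounds plus 3 SD, cut at about 20% in these data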;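 also: 0% = DMSO wells while the 100% control is not disclosed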
rCAG RNA binder: r(CAG) repeat RNA binding; TO-PRO-1 dye displacement fluorescence; inhibition, % at 3 µM; 370,000 tested, 1.3% active; AID 651821;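 active = inhibition above the plate cutoff, the mean of all test compounds on that plate plus 3 SD, cut at about 35% in these data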;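 also: 0% = DMSO alone and 100% = 100 µM mitoxantrone as full dye displacement; higher means more dye released from RNA so lower well fluorescence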
HGIII-sPLA2 inh: Blocks human group III sPLA2 activity. Q9NZ20. QFRET BODIPY PC-A2 liposome hydrolysis, fluorescence. inhibition, % at 12.2 µM. 370,000 tested, 0.56% active. AID 743126;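 active = inhibition above mean plus 3 SD of compounds lying within the high and low control bounds, cut at about 19% in these data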;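 also: 0% = median of test compound wells and 100% = no enzyme DMSO wells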
GC-B act: GC-B (human) receptor activation | P20594 | HEK293-GC-B cells, CNP EC30, cGMP TR-FRET; 0% at EC30 CNP, 100% saturating CNP | activation, % at 10 µM | 370,000 tested, 0.11% active | AID 1920062;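 active = activation at 10 µM reaching about 35% in either raw or pattern-adjusted values, limit read from the data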
ARFGAP1 inh: inhibits rat ARF GTPase activating protein 1; Q62848; Arfgap1-stimulated ARF1 GTP hydrolysis, GDP FP detection; inhibition, % at 16.5 µM; 360,000 tested, 0.26% active; AID 651572;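 active = inhibition above a per-plate limit, mean inhibition of low control wells plus 3 SD, cut at about 25% in these data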;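 also: 0% = DMSO wells with enzyme and 100% = wells lacking Arfgap1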
Target sequence (Q62848 1-136 limits assumed): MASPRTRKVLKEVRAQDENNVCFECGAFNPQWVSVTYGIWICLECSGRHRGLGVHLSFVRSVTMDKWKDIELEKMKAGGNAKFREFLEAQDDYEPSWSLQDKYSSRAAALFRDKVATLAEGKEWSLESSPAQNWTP
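material = rat Arfgap1 catalytic domain, aa 1-136 | also added = human ARF1(Δ1-17)-GTP substrate | compound dosing = one concentration, 16.5 µM, DMSO 1.26% | times = GTP hydrolysis reaction 2 h at 25 °C | measured by = FP, GDP Alexa 633 tracer displaced from anti-GDP antibody, 620/688 nm | evaluation = percent inhibition of Arfgap1-stimulated GTP hydrolysis | replication = single well per compound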
FXN GAA850 act: frataxin GAA850 promoter activation. HEK293 lucGAA850 FXN promoter luciferase reporter, 24 h; percent of 10 µM SAHA response. activation, % at 6 µM. 360,000 tested, 0.56% active. AID 540364;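 active = activation above the average of all compounds screened plus 3 SD, cutoff fixed separately per campaign, cut at about 7.5% in these data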;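 also: 0% = DMSO wells and 100% = 10 µM SAHA wells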
ASAP1 GAP inh: ASAP1 ArfGAP inhibition; Q9ULH1; ASAP1-stimulated ARF1 GTP hydrolysis, GDP FP detection; inhibition, % at 16.5 µM; 360,000 tested, 0.19% active; AID 624377; in the data active = inhibition above about 25%;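 also: 0% = vehicle with enzyme and substrate and 100% = no enzyme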
Target sequence (Q9ULH1 325-724 limits assumed): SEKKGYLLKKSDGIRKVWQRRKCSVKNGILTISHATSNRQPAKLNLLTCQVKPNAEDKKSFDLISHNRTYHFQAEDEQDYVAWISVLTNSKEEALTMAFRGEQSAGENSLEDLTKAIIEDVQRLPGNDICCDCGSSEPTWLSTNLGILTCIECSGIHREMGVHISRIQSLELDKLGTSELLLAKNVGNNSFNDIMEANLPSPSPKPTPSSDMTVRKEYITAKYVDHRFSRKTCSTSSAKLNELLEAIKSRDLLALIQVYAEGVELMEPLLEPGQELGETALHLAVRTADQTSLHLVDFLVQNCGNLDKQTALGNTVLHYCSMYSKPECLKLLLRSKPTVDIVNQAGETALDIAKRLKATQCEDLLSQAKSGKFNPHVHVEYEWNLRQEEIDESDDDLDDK
* marks the source's active call; other numbers are inactive results; i = inactive; · = not tested or not shown.

SMILES	Tn6 DDE FP	NPR1 activator	KLK7 zymogen act	ADAM10 inh	rCAG RNA binder	HGIII-sPLA2 inh	GC-B act	ARFGAP1 inh	FXN GAA850 act	ASAP1 GAP inh
COc1ccc(/C=C/C(=O)OCc2cccc([N+](=O)[O-])c2)cc1	-9	0	0.2	1	-1	1	0	-1	0.4	5
O=C(/C=C/c1ccco1)NC(=S)Nc1cccc(C(=O)O)c1	4	-4	-0.3	-8	24	-4	-2	-5	3.0	-8
COc1cc2c(cc1OC)-c1cc(OCc3ccccc3Cl)nc(=O)n1CC2	1	4	-21	i	2	1	3	11	7.3	2
CC(=O)c1cccc(NC(=O)c2c(C)nn(-c3ccccc3)c2Cl)c1	3	10	-0.9	7	-5	-6	2	-9	-0.1	-12
Cc1ccc(OCC(=O)NNc2c3ccccc3nc3ccccc23)cc1	-1	15	2.5	-415	13	-10	14	5	2.7	-8
Fc1ccc(Br)cc1SCCc1ccncc1	4	9	-0.3	1	-1	-5	6	-11	-0.8	-5
O=C(CNS(=O)(=O)c1cccc2ccccc12)N1CCN(c2ncccn2)CC1	4	-29	0.5	0	4	-1	-23	·	·	·
O=C(CCN1C(=O)CSc2ccccc21)Nc1ccc(OC(F)(F)F)cc1	0	-6	-0.7	5	-1	1	-12	-1	0.5	4
Cc1nnc(SCC(=O)Nc2ccc(Br)cn2)[nH]c1=O	1	2	-0.1	10	4	12	4	-7	0.3	2
CCn1c(SCC(=O)Nc2cc(OC)ccc2OC)nc2c(c1=O)SCC2	4	1	-0.1	-3	-2	-5	1	1	0.9	-6
CCOC(=O)c1c(C)oc2c1c(C=NCCC(=O)O)c(O)c1ccccc12	6	-1	-0.2	-6	13	-3	-8	5	2.5	3
Clc1cccc(CN2CCc3c([nH]c4ccccc34)C2)c1Cl	-1	-13	1.7	-39	7	12	-6	4	2.0	-1
NC(c1csc(Nc2ccc(C(F)(F)F)cn2)n1)C1CCCCC1 (stereo not drawn)	-1	-8	-0.2	4	17	8	2	8	-2.5	3
COc1ccc([C@@H]2[C@@H]3C(=O)N(C(C)(C)C)C(=O)[C@@H]3[C@]3(Cc4ccccc4)C(=O)N(c4cccc(Cl)c4)C(=O)N23)cc1	-1	-4	-0.3	37*	11	-15	-7	8	1.6	4
O=C(CC1C[C@H](C(=O)N2CCCCC2)[C@@]2(CCc3ccccc3)c3[nH]c4ccccc4c3CCN2C1=O)NCc1ccco1 (stereo partly drawn)	-3	-20	-0.2	-9	2	10	-13	-4	-0.2	6
COc1ccc(NC(=O)N(C)C[C@H]2Oc3ncc(C#C[C@@H](C)O)cc3C(=O)N([C@H](C)CO)C[C@H]2C)cc1	-5	3	0.3	-12	1	3	2	-20	0.0	6
Cc1nnc(SCCN2C(=O)c3ccccc3C2=O)nc1C	-4	-3	0.2	4	7	5	8	11	-1.2	-6
CCCCc1ccc(NS(=O)(=O)c2cccc(C(=O)N3CCCN(C)CC3)c2)cc1	-4	-2	1.0	-11	3	-16	1	15	1.2	-23
Cc1ccc(C)c(N2CCN(S(=O)(=O)c3c(C(=O)N4CCCCC4)c(C)n(C)c3C)CC2)c1	-7	5	0.5	6	-3	-3	-2	0	1.0	-8
C=CS(=O)(=O)N(Cc1ccccc1)[C@H](CO)CC(C)C	3	0	-0.2	7	2	0	4	2	-1.2	6

Next part (4 carried over from the part before).
SMILES	Tn6 DDE FP	NPR1 activator	KLK7 zymogen act	ADAM10 inh	rCAG RNA binder	HGIII-sPLA2 inh	GC-B act	ARFGAP1 inh	FXN GAA850 act	ASAP1 GAP inh
Cc1nnc(SCCN2C(=O)c3ccccc3C2=O)nc1C	-4	-3	0.2	4	7	5	8	11	-1.2	-6
CCCCc1ccc(NS(=O)(=O)c2cccc(C(=O)N3CCCN(C)CC3)c2)cc1	-4	-2	1.0	-11	3	-16	1	15	1.2	-23
Cc1ccc(C)c(N2CCN(S(=O)(=O)c3c(C(=O)N4CCCCC4)c(C)n(C)c3C)CC2)c1	-7	5	0.5	6	-3	-3	-2	0	1.0	-8
C=CS(=O)(=O)N(Cc1ccccc1)[C@H](CO)CC(C)C	3	0	-0.2	7	2	0	4	2	-1.2	6
C#CCN(CC=C)C(=O)c1ccc2nc(C3CCCCC3)oc2c1	-3	0	-0.3	9	-1	-42	1	-4	3.3	-18
Cc1nnc2sc(SCC(=O)Nc3nccs3)nn2c1=O	-3	3	0.8	-3	0	1	-9	-2	4.0	-16
Cc1cccc(N(C(=O)c2csnn2)C(C(=O)NCc2ccccc2)c2cccs2)c1 (stereo not drawn)	8	-10	0.1	1	-2	-2	-4	-9	-0.7	-16
CCc1cc2c(=O)c(-c3nc4ccccc4n3C)c(C)oc2c(CN(CC)CC)c1O	2	-1	16*	-357	6	1	8	10	-4.8	-13
CCOC(=O)C1CCN(S(=O)(=O)c2cc(Br)cc3c2N(C(=O)C2CC2)CC3)CC1	-7	2	0.1	0	-3	1	3	24	1.5	-5
CCOC(=O)C1=C(c2ccccc2)c2ccccc2N(S(=O)(=O)C(F)(F)F)C1C(=O)OCC (stereo not drawn)	6	-4	0.8	-21	0	-4	-5	-10	0.3	2
COc1ccc(C(=O)Nc2ccccc2C(N)=O)cc1	-4	3	-0.3	-2	-1	-1	-6	4	3.7	11
CS(=O)(=O)Nc1ccc(C(=O)N2CCN(c3ccccc3F)CC2)cc1	-4	1	0.6	2	-2	-1	4	-7	-0.9	10
CNCc1ccccc1OCc1ccccc1F	7	-4	-0.5	8	0	0	-1	5	1.2	7
Cc1ccc(NC(=O)c2ccc3c(SCC(=O)O)c4c(nc3c2)CCCC4)c(Br)c1	0	3	-0.4	1	8	5	-1	8	3.1	2
Cc1cc(C(=O)COC(=O)/C=C/c2cccc(F)c2)c(C)n1C	5	3	0.4	2	-1	2	1	5	1.5	-7
Nc1cc2c(cc1Cl)-c1ccc([N+](=O)[O-])cc1C2=NO	-6	-2	0.0	-5	27	-5	-13	-9	9.5*	1
O=C(Cc1cccc(NC(=O)C2CCN(C(=O)C3CCCC3)CC2)c1)Nc1cccc(C(=O)N2CCOCC2)c1	-3	0	0.6	-10	1	-8	3	-1	0.1	7
COc1ccc(C(=O)NCC2CCCO2)cc1S(=O)(=O)NCc1ccc(Cl)cc1 (stereo not drawn)	-3	-1	0.1	-2	1	-8	5	5	0.8	-1
CC(C)Nc1nc(-c2ccncc2)nc(-c2ccccc2)c1C#N	-1	12	-0.9	-9	-1	0	16	1	1.4	4
Cc1nc(SCC(=O)N2CCCC2=O)c2c(C)c(C)sc2n1	-6	4	0.2	-1	3	4	-4	4	-0.1	0
COc1ccc(CN(C)S(=O)(=O)c2nnc(NC(=O)c3ccc(C)cc3)s2)cc1OC	6	19	-0.2	5	22	-6	-25	-5	0.4	7
Nc1nc(SCc2ccccc2)c2ncn(C3CCCO3)c2n1 (stereo not drawn)	1	9	0.4	-5	3	0	5	8	3.9	6
CCSc1nc(-c2ccc(OC)cc2)ccc1C#N	-2	4	-8.9	-330	9	-3	4	5	2.0	10
CN(C)S(=O)(=O)c1cccc(NC(=S)N2CCc3ccccc32)c1	4	-1	-0.6	-2	8	6	2	11	1.6	6
CS(=O)(=O)N(CC(=O)NCCC1=CCCCC1)C1CCCCC1	-2	2	-0.7	-14	-4	4	1	-8	0.4	-8
COc1ccc(NC(=O)CSc2nccn2C)c([N+](=O)[O-])c1	2	4	0.4	1	0	-1	4	3	1.0	4
Cc1ccccc1CN1C[C@@H]2C[C@@H](c3cn(C)nc3-c3ccccc3)N3CCC[C@@]23C1=O	-1	-3	-0.6	15	6	-14	6	10	1.5	-8
O=c1[nH][nH]c2c1[C@H](CCc1cccc(Cl)c1)O[C@H](C1CC1)C2	-1	-1	0.1	-10	11	-18	-5	2	·	7
Cn1c(=O)c2[nH]cnc2n(C)c1=O	10	0	0.0	-6	2	-2	1	9	-0.5	-3
C[C@@H]1CCCCO[C@H](CN(C)C(=O)Nc2ccc(C(F)(F)F)cc2)[C@@H](C)CN([C@H](C)CO)C(=O)c2cc(NC(=O)Nc3ccc4c(c3)OCO4)ccc2O1	-11	6	-0.8	6	10	-4	-1	-1	·	6
CC(=O)Nc1cncc(-c2ccccc2N(C)C)n1	-8	1	-0.3	-15	1	9	1	5	-0.9	-1
Cn1c(N)c(C(=O)COC(=O)COc2ccccc2C#N)c(=O)n(C)c1=O	-1	·	0.2	-7	0	-3	·	13	-0.7	4
COc1ccc(CN(C(=O)CN2C(=O)NC3(CCC(C)CC3)C2=O)C(C)Cc2cccs2)cc1 (stereo not drawn)	6	-1	0.6	-2	3	-1	4	-16	1.7	0
O=C1COc2ccc(S(=O)(=O)N3CCN(c4cccc(C(F)(F)F)c4)CC3)cc2N1	-2	-12	-0.2	1	-1	4	0	8	-1.7	-4
O=C1NCCc2c1[nH]c1ccccc21	8	-3	-1.2	-62	-1	7	3	-12	0.5	-3
N=C1C(c2ccccc2)=C(O)CN1c1cccc2ccccc12	-1	-2	-0.3	-6	-5	-2	2	3	3.6	-20
O=C(COc1ccc(Br)cc1)NNC(=O)c1cc(S(=O)(=O)N2CCOCC2)ccc1Cl	9	-4	0.2	-8	8	-7	2	0	0.4	-1
Cc1cc(C)c2[nH]c(=O)c(CN(Cc3ccco3)C(=O)C3CCCO3)cc2c1 (stereo not drawn)	2	-8	0.6	-62	5	-5	2	9	-3.5	12
Cc1c(N=NC2=C(O)CC(C)(C)CC2=O)c(=O)n(-c2ccccc2)n1C	-1	0	-0.7	8	0	-4	-2	-3	2.0	6
Cc1cccc(-c2noc(-c3ccno3)n2)c1	5	2	-0.3	-4	0	-1	0	-5	0.4	-9
Nc1cccc(C(=O)c2ccccc2C(=O)O)c1	5	4	-0.3	-4	1	-3	2	-1	-2.8	-1
COc1ccc(N2CCN(C(c3cccs3)C(C)NC(=O)c3ccco3)CC2)cc1 (stereo not drawn)	2	0	0.3	-4	1	9	7	-1	-4.6	-18
COc1ccc(CNC(=O)C(C)NS(=O)(=O)c2ccc(C)cc2)cc1 (stereo not drawn)	-5	4	-0.5	-6	2	1	1	1	0.6	5
COc1cccc(CNC(=O)CSCC(=O)Nc2cc(C)on2)c1	4	-3	-0.2	-7	6	-8	2	3	0.3	-3
COc1c(F)c(F)c(C(=O)Nc2ccc(N3CCN(Cc4ccccc4)CC3)cc2)c(F)c1F	-11	1	-0.6	17	-3	-3	4	3	-3.1	21
Cc1ccc(SCc2ccc(C(=O)Nc3cccnc3)cc2)cc1	0	-1	0.1	13	8	-2	0	5	2.3	2
CC(=O)c1ccc(N2CCC(C(=O)O)CC2)cc1	-4	0	0.4	-5	0	-4	-3	4	0.8	-10
Cc1ccc2nc(N/C(=N/S(=O)(=O)c3ccc(F)cc3F)c3ccccc3)sc2c1	-7	-2	-0.4	7	46*	-36	1	-7	0.7	8
O=C(O)c1ccc(NC2CC(=O)N(Cc3ccccc3)C2=O)cc1 (stereo not drawn)	0	0	0.4	1	0	1	5	0	3.1	-2

Compound activity from PubChem.
